Screening results: PubChem BioAssay, NMMLSC
T cell HTS = T cell immune modulation candidate; 2C CD8+ T cell-vesicle binding, flow cytometry; stronger effect = lower value; calls only at 7 µM; 0.068% of 330,000 active;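 active = response, share of CD8 T cells binding vesicles, and their 90th percentile fluorescence all below set limits, cut at about 80% in these data, passing the limit was not always enough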
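Material: murine 2C transgenic CD8+ T lymphocytes / Also added: QL9-peptide-loaded Drosophila micro-vesicles bearing Ld, ICAM-1 and B7-1 / Schedule: binding step 1.5 h, 37 °C, antibody labelling 20 min, ice / Signal: flow cytometry, PE anti-B7-1 (FL2) versus Alexa647 anti-CD8 (FL8), PFA-fixed / Evaluation: percent CD8+ FL2 mean versus row control / Benchmarks: naked versus QL9-loaded vesicles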
T cell HTS vesicle-bound % = recorded beside T cell HTS, whose call it bears; double positive events, %; measured here: CD8+ vesicle-bound cell fraction;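 binding gate set so that unloaded-vesicle control wells show 10% double positive cells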
An asterisk follows results filed as active; i = inactive. Not all compounds are listed, so the mix of outcomes need not match the whole.

SMILES	T cell HTS	T cell HTS vesicle-bound %
C[C@H](CO)N1C[C@H](C)[C@@H](CN(C)C(=O)Nc2ccc(C(F)(F)F)cc2)Oc2ccc(NC(=O)C3CCCCC3)cc2C1=O	i	13.6
O=C(Nc1cccc(S(=O)(=O)N2CCCCC2)c1)C1CCCN1S(=O)(=O)c1ccccc1F (stereo not drawn)	i	23.2
O=C(NNC(=O)C1CCC1)c1ccccc1	i	13.6
Cc1cccc(NC(=O)C(C)Sc2nnc(-c3cccnc3)o2)c1 (stereo not drawn)	i	48.0
CCN1C(=O)[C@@H]2Cc3c([nH]c4ccccc34)C(c3cc(OC)c(OC)c(OC)c3)N2C1=S (stereo partly drawn)	i	43.5
Cc1ccc(CN(C)C(=O)c2cccc(S(=O)(=O)N3CCc4ccccc43)c2)cc1	i	30.5
COc1ccc(C2=CC(=O)CC(C)(C)C2)cc1OC	i	24.5
N#Cc1cccc(NS(=O)(=O)c2ccc(S(=O)(=O)N3CCOCC3)cc2)c1	i	31.0
Cc1ccccc1C(=O)OC(C)C(=O)NCc1ccc2c(c1)OCO2 (stereo not drawn)	i	18.4
CCOc1ccc(C(C)NC(=O)c2cccs2)cc1OCC (stereo not drawn)	i	28.0

Structures shown so far with sulfur, in the order listed:
SMILES	T cell HTS	T cell HTS vesicle-bound %
O=C(Nc1cccc(S(=O)(=O)N2CCCCC2)c1)C1CCCN1S(=O)(=O)c1ccccc1F (stereo not drawn)	i	23.2
Cc1cccc(NC(=O)C(C)Sc2nnc(-c3cccnc3)o2)c1 (stereo not drawn)	i	48.0
CCN1C(=O)[C@@H]2Cc3c([nH]c4ccccc34)C(c3cc(OC)c(OC)c(OC)c3)N2C1=S (stereo partly drawn)	i	43.5
Cc1ccc(CN(C)C(=O)c2cccc(S(=O)(=O)N3CCc4ccccc43)c2)cc1	i	30.5
N#Cc1cccc(NS(=O)(=O)c2ccc(S(=O)(=O)N3CCOCC3)cc2)c1	i	31.0
CCOc1ccc(C(C)NC(=O)c2cccs2)cc1OCC (stereo not drawn)	i	28.0

Continued.
SMILES	T cell HTS	T cell HTS vesicle-bound %
O=C(OCC(=O)N1CCN(c2ccc(F)cc2)CC1)c1cnc2ccccc2n1	i	31.5
Cc1cc(Cl)c(C)c(S(=O)(=O)N2CCN(CC(=O)N3CCOCC3)CC2)c1Cl	i	50.5
O=C(OC1CCOC1=O)C1CCN(S(=O)(=O)c2ccccc2)CC1 (stereo not drawn)	i	34.3
CC(=O)Nc1ccccc1C	i	32.2
CN(C(=O)CSc1nnc(-c2c[nH]c3ccccc23)n1C1CC1)C1CCS(=O)(=O)C1 (stereo not drawn)	i	30.3
COCCN(C(=O)CCSc1ccc(F)cc1)c1c(N)n(Cc2ccccc2)c(=O)[nH]c1=O	i	46.5
CCOC(=O)C1=C(COC(=O)c2sccc2C)NC(=O)NC1C (stereo not drawn)	i	41.8
CCCc1cc(=O)[nH]c(SCC(=O)Nc2cccc(S(=O)(=O)N3CCOCC3)c2)n1	i	44.8
O=C(/C=C/c1ccc([N+](=O)[O-])cc1)OCC(=O)N1CCOCC1	i	15.7
CCC(C)Nc1nnc(SCC(=O)c2c(N)n(C3CC3)c(=O)[nH]c2=O)s1 (stereo not drawn)	i	47.6
O=C(COC(=O)c1nc(Cl)ccc1Cl)Nc1ccc(Cl)cn1	i	36.1
Cc1cc(C)cc(NC(=O)C(OC(=O)c2cc[n+]([O-])cc2)c2ccccc2)c1 (stereo not drawn)	i	31.7
C[C@H](CO)N1C[C@H](C)[C@@H](CN(C)C(=O)Nc2ccc3c(c2)OCO3)Oc2ccc(NC(=O)Cn3cnnn3)cc2C1=O	i	2.2
COC(=O)c1ccc(CNC(=O)c2ccc3c(c2)S(=O)(=O)N=C2CCCCCN23)cc1	i	41.9
CN(CC(=O)Nc1ccc(Cl)cc1)C(=O)CNC(=O)Cc1cccc2ccccc12	i	39.0
CCc1ccc(N2C(=O)C(Cl)=C(Nc3ccc(C(=O)N4CCCC4)cc3)C2=O)cc1	i	49.4
COc1ccc2c(CC(=O)OCC(=O)Nc3cccc(C)c3)coc2c1	i	40.5
CC(Oc1ccccc1)C(=O)N1CCC2(CC1)Oc1ccc(Cl)cc1C(=O)C21CC(c2ccccc2)=NO1 (stereo not drawn)	i	15.9
O=C(Nc1cccc(Cl)c1)C1=CC=CN2CCS(=O)(=O)N=C12	i	51.7
NC(=O)c1nc(C(=O)N2CCN(c3ccccc3)CC2)c2ccccc2n1	i	33.1

Full records from above. Order of values: T cell HTS	T cell HTS vesicle-bound %
`CC(Oc1ccccc1)C(=O)N1CCC2(CC1)Oc1ccc(Cl)cc1C(=O)C21CC(c2ccccc2)=NO1` (stereo not drawn) is listed with i	15.9
`CCc1ccc(N2C(=O)C(Cl)=C(Nc3ccc(C(=O)N4CCCC4)cc3)C2=O)cc1` is listed with i	49.4

Additional compounds follow:
SMILES	T cell HTS	T cell HTS vesicle-bound %
Cc1cc(NC(=O)c2ccc(Cl)cc2Cl)n(-c2ccccc2)n1	i	20.4
Cc1ccc(NC(=O)CN(C)C(=O)Cn2c(=O)oc3ccccc32)cc1	i	51.0
Clc1ccc(-c2cc(CN3CCOCC3)no2)cc1	i	32.8
O=C1OC(=O)c2c(Br)c(Br)c(Br)c(Br)c21	i	23.1
CCN(C[C@H]1N[C@@](Cc2ccccc2)(C(=O)OC)[C@H]2C(=O)N(C)C(=O)[C@@H]12)C(=O)Nc1ccc(Cl)cc1	i	5.7
COc1ccc(CNC(=O)CN2C(=O)NC3(CCCCCC3)C2=O)cc1	i	50.2
CCOC(=O)c1ccc(S(=O)(=O)N2CCN(C(=O)c3ccccn3)CC2)cc1	i	43.8
O=C(COc1ccccc1Cl)N1N=C(c2cccs2)CC1c1ccco1 (stereo not drawn)	i	51.9
O=C(Nc1cccc(S(=O)(=O)N2CCOCC2)c1)c1ccccc1[N+](=O)[O-]	i	36.1
CCN(CC)C(=O)c1[nH]cnc1C(=O)NCCCCCNC(=O)OC(C)(C)C	i	26.8
CCCN(C(=O)Cc1csc(-c2ccccc2)n1)C1CCS(=O)(=O)C1 (stereo not drawn)	i	23.1
CC1CCN(c2ccc3c(c2)S(=O)(=O)c2cccc(C(=O)NCc4ccc(F)cc4)c2C3=O)CC1	i	17.9
O=C(COc1ccc(F)cc1Cl)N1CCN(C(=O)c2cccs2)CC1	i	36.7
Cc1cc(C)c(NC(=O)c2ccc3c(c2)NC(=O)C(C)S3)c(C)c1 (stereo not drawn)	i	39.8
COc1cc2c(C#CCCO)c(-c3ccsc3)oc(=O)c2cc1OC	i	39.6
O=C(Cc1ccccn1)c1ccc(Cl)cc1	i	17.2
NC(=O)c1ccc(NC(=O)C2CC(=O)N(c3ccc4c(c3)OCCO4)C2)cc1 (stereo not drawn)	i	48.2
O=S(=O)(c1ccc(F)cc1)N1CCN(CCOc2ccccc2)CC1	i	14.4
CC1CCCC(NC(=O)COC(=O)c2cccs2)C1C (stereo not drawn)	i	44.5
CN(Cc1ccccc1)C(=O)c1[nH]cnc1C(=O)Nc1ccccc1	i	33.0
Cc1cc(=O)[nH]c(SCC(=O)Nc2cccc(S(=O)(=O)N3CCOCC3)c2)n1	i	41.6
COc1cccc(-c2sc3ccc(OC)cc3c2-c2ccc(OCCN(C)C)cc2)c1	i	12.0
CCN(CC(=O)NCc1cccs1)C(=O)CCOc1ccccc1	i	17.6
CCNC(=S)Nc1ccc2c(c1)oc1ccccc12	i	29.6
CC(C)c1ccccc1OCCCCCN1CCOCC1	i	45.8
CCCC[C@@H]1C=C(C(=O)O)[C@H](c2ccc(C)cc2)N1S(=O)(=O)c1ccc(C)cc1	i	8.4
O=C(Cc1ccccc1)Nc1ncccc1Cl	i	34.6
O=C(COC(=O)/C=C/c1ccc(OC(F)F)cc1)NC(=O)NCc1ccccc1	i	36.8
COc1ccccc1CNC(=O)COC(=O)c1cccs1	i	43.1
C[C@H](CCCC/C=C/C(=O)O)O[C@@H]1O[C@@H](C)[C@H](O)C[C@H]1O	i	26.9
O=C(Nc1cccc(S(=O)(=O)N2CCCCCC2)c1)c1ccc(=O)[nH]c1	i	34.5
NS(=O)(=O)c1ccc(-c2c(-c3ccccc3)sc3ccccc23)cc1	i	53.8
Nc1nc(SCC(=O)Nc2ccc(Br)cc2Br)n[nH]1	i	11.0
O=C1C=C(c2cccc(O)c2)C[C@@H](c2ccc(F)cc2)C1	i	19.8
Cc1onc(-c2ccccc2)c1C(=O)NCc1ccc(F)cc1	i	28.6
CC(OC(=O)CCN=C1NS(=O)(=O)c2ccccc21)C(=O)Nc1ccc(S(N)(=O)=O)cc1 (stereo not drawn)	i	37.4
CCN(C(=O)c1cccc(S(=O)(=O)N2CCc3ccccc32)c1)C1CCS(=O)(=O)C1 (stereo not drawn)	i	23.7
NNC(=O)c1c[nH]c2ccc(OCc3ccccc3)cc12	i	13.2
O=[N+]([O-])c1ccc(Nc2nccc(Cl)n2)cc1	i	14.8
COc1ccc([C@@H]2CC=C(C(=O)O)[C@H](c3ccc(C)cc3)N2S(=O)(=O)c2ccc(C)cc2)cc1OC	i	6.6
CCc1ccccc1NC(=O)CN1CCN(CC(=O)NCc2ccc(Cl)cc2)CC1	i	15.6
O=C(O)CCSc1nnc(SCC(=O)NC2CCS(=O)(=O)C2)s1 (stereo not drawn)	i	54.6
O=C(COC(=O)c1ccc([N+](=O)[O-])o1)NCCCc1ccccc1	i	57.6
NC(=O)c1cc([N+](=O)[O-])ccc1NCc1cccc(N)c1	i	28.7
O=C(Cn1ccc(C(F)(F)F)n1)NNC(=O)c1ccco1	i	21.3
COc1ccc(OC)c(Nc2cc3ccccc3c(=O)[nH]2)c1	i	16.1
CCCCCCn1nc(C(=O)N(CCCC)c2c(N)n(CCC)c(=O)[nH]c2=O)c2ccccc2c1=O	i	3.9
CCN(C(=O)CSc1nnc(-c2ccc3c(c2)OCO3)o1)C1CCS(=O)(=O)C1 (stereo not drawn)	i	5.6
CC(OC(=O)COc1ccccc1)C(=O)NC1CCCC1 (stereo not drawn)	i	36.1
C[C@H]1CN([C@@H](C)CO)C(=O)c2cc(NS(=O)(=O)c3ccc(F)cc3)ccc2O[C@H]1CN(C)S(=O)(=O)c1cn(C)cn1	i	33.6

Some values from the list:
Reading for `O=C(COC(=O)c1ccc([N+](=O)[O-])o1)NCCCc1ccccc1` in T cell HTS vesicle-bound %: 57.6
Reading for `NC(=O)c1cc([N+](=O)[O-])ccc1NCc1cccc(N)c1` in T cell HTS vesicle-bound %: 28.7
Reading for `CCCCCCn1nc(C(=O)N(CCCC)c2c(N)n(CCC)c(=O)[nH]c2=O)c2ccccc2c1=O` in T cell HTS vesicle-bound %: 3.9
Reading for `O=C(Cn1ccc(C(F)(F)F)n1)NNC(=O)c1ccco1` in T cell HTS vesicle-bound %: 21.3
Reading for `COc1ccc(OC)c(Nc2cc3ccccc3c(=O)[nH]2)c1` in T cell HTS vesicle-bound %: 16.1

(listing goes on)
SMILES	T cell HTS	T cell HTS vesicle-bound %
OCC#CCSc1nnc(-c2cccc3ccccc23)o1	i	8.0
COC(=O)C(Cc1ccccc1)NC(=O)CNC(=O)c1ccc(Br)o1 (stereo not drawn)	i	42.7
O=S(=O)(c1cccc(Cn2nnc(-c3ccccc3)n2)c1)N1CCOCC1	i	31.7
O=C(NC1CCCCC1)c1cccc2c1C(=O)c1ccc(N3CCCC3)cc1S2(=O)=O	i	23.8
COc1ccc(/C=C/C(=O)OCC(=O)c2ccc[nH]2)cc1	i	34.9
O=C(COC(=O)/C=C/c1ccc(F)cc1)NCC1CCCO1 (stereo not drawn)	i	12.5
CC(C#N)(NC(=O)CN1CCN(S(=O)(=O)c2ccccc2Cl)CC1)C1CC1 (stereo not drawn)	i	47.4
COc1cccc(C(=O)O[C@H]2[C@H](Cc3ccccc3)NS(=O)(=O)[C@H]3C[C@@H]4C=C[C@]23O4)c1	i	3.4
CNC(=O)c1ccc(NC(=O)CCc2c(C)noc2C)cc1	i	44.5
CCN(CC)C(=O)c1nc[nH]c1C(=O)N1CCC(C)CC1	i	7.3
O=C(Nc1ccccc1)c1nc[nH]c1C(=O)NCCCCNC(=O)c1[nH]cnc1C(=O)Nc1ccccc1	i	24.4
Cc1cccc(NC(=O)C2CCCN2C(=O)OCc2ccccc2)c1 (stereo not drawn)	i	43.5
CCc1nn2c(=O)cc(COC(=O)c3ccc(SC)cc3OC)nc2s1	i	23.9
Cc1cc(C2(c3ccc(O)c(C)c3)C(=O)N(C)c3ccc(Br)cc32)ccc1O	i	19.2
CN1CCN(CC(=O)NC(=O)NC2CCCCC2)CC1	i	39.5
CCOC(=O)c1c(C)[nH]c(C(=O)OCC(=O)N(CC(C)C)C2CCS(=O)(=O)C2)c1C (stereo not drawn)	i	40.7
Cc1ccc(S(=O)(=O)N2CCN(C(=O)COC(=O)c3cccnc3Cl)CC2)c(C)c1	i	17.4
CN(Cc1cccs1)C(=O)C1CCN(S(=O)(=O)c2ccccc2)CC1	i	50.0
